# FAS TE block: FAS thioesterase (human) inhibition | recombinant FAS-TE, OMFH fluorogenic substrate, fluorescence endpoint | inhibition, % at 15 µM | 360,000 tested, 0.67% active | AID 602261;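 active = compounds whose normalised, plate-corrected inhibition of enzyme fluorescence in the single-dose primary screen is 50% or more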;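 note: 0% = DMSO with enzyme and 100% = substrate without enzyme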
# Neddylation inh: blocks human cullin neddylation. P61081+Q13564. TR-FRET cullin neddylation, biochemical. calls only at 25 µM. 360,000 tested, 0.58% active; in the data active = inhibition above about 36%
# E coli Lon inh: inhibits E. coli Lon protease. 360,000 tested, 0.42% active. P0A9M0. purified E. coli Lon protease, fluorescence polarization. inhibition, % at 7.94 µM; in the data active = inhibition above about 13%, passing the limit was not always enough;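 note: 0% = enzyme with probe and DMSO and 100% = no enzyme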
# bovine MsrA act: bovine methionine sulfoxide reductase A activation; 360,000 tested, 0.3% active; purified bovine MsrA, absorbance read-out; activation, % at 10.6 µM; in the data active = activation above about 7.5%;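 note: 0% = vehicle and 100% = reference activator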
# MsrA inhibitor: bovine MsrA inhibition | AID 651718 | purified bovine MsrA, absorbance read-out | 360,000 tested, 0.75% active | inhibition, % at 15.5 µM; in the data active = inhibition above about 4.5%;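 note: 0% = vehicle wells with enzyme and 100% = reference inhibitor wells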
# MT1-MMP act inh: MT1-MMP (human) activation inhibition; HT1080 RFP-PRO-GFP cells, GFP/RFP ratio fluorescence, overnight; percent of plate control window, DMSO zero; GFP/RFP ratio change, % at 20 µM; 360,000 tested, 0.061% active;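 active = GFP/RFP ratio change of at least 30% with cell ATP level not reduced by more than half and red fluorescence within 50% of control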; note: strong numbers were not always called active
#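 Material: RFP-PRO-GFP reporter HT1080 cells. Dosing: single-point 20 µM compound, 1% DMSO. Controls: DMSO and RFP-L50D-GFP cell wells. Timing: cells overnight before dosing, compound overnight, 37 °C, 5% CO2. Measure: GFP/RFP fluorescence ratio.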
# SKN-1 block: inhibitors of C. elegans SKN-1; C. elegans VP596 Pgst-4::GFP/RFP ratio, acrylamide-induced, 24 h; inhibition, % at 21.8 µM; 360,000 tested, 0.49% active;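 active = interference check ratio from 0.5 to 1.5 plus GFP to RFP signal ratio inhibition reaching or exceeding a fixed threshold, cut at about 30% in these data, passing the limit was not always enough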; note: some compounds called inactive have numbers as strong as hits
# Rin1-Abl PPI inh: blocks binding of human Rin1 to Abl; P00519+Q13671; TR-FRET Rin1/Abl binding, biochemical; inhibition, % at 7.35 µM; 360,000 tested, 0.4% active; AID 588664; in the data active = inhibition above about 5%, passing the limit was not always enough
# CendR NRP1 mod: modulators of CendR peptide binding to human neuropilin-1 | O14786 | 360,000 tested, 0.85% active | FAM-RPARPAR peptide binding to NRP-1, fluorescence polarization | inhibition, % at 25 µM | AID 602438;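 active = inhibition or corrected inhibition above about 18%, plus a signal ratio from 0.5 to 1.5, limit read from the data, passing the limit was not always enough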; note: strong numbers were not always called active
# The depositor's hits bear a star; i = inactive; / = not tested or not shown; + = active, no number.
No.	Molecule	MsrA inhibitor	E coli Lon inh	Rin1-Abl PPI inh	SKN-1 block	MT1-MMP act inh	bovine MsrA act	CendR NRP1 mod	FAS TE block	Neddylation inh
1	Oc1ccc2ccccc2c1CNc1ccccn1	0.5	4	-2	9	-4	-2	-8	7	i
2	CC(C)(C)NC(=O)Cn1c(=O)oc2ccc(Cl)cc21	-0.3	-8	-3	-6	5	-8	-4	-7	i
3	COc1ccc(-c2nn(C)c(=O)[nH]2)cc1	0.0	-7	0	-1	1	-1	-6	-3	i
4	CCCn1c(SCCN2C(=O)c3ccccc3C2=O)n[nH]c1=O	0.1	1	0	0	-1	-3	-10	-10	i
5	NC(=O)NC(=O)CSc1nc2cc([N+](=O)[O-])ccc2n1-c1cccc(C(F)(F)F)c1	0.1	0	0	4	-2	-2	-2	13	i
6	CCCC1Cc2c(sc3nc(SC)nc(N)c23)CO1 (configuration not stated)	0.9	-7	-2	-5	0	0	-2	-1	i
7	CCOC(=O)c1[nH]c(=S)[nH]c1C	0.6	-4	1	4	0	-1	-29	-8	i
8	Cc1ccc(-c2nc(-c3ccccn3)no2)cc1[N+](=O)[O-]	1.5	1	-3	10	1	-1	-7	4	i
9	CCN(CC)CCC(=O)N1C/C(=C/c2ccccc2)C(=O)/C(=C\c2ccccc2)C1	2.0	3	1	14	-3	-2	12	-8	i
10	Cn1c(=O)c(NCCc2ccccc2)c2c3c(cccc31)C(=O)c1ccccc1-2	1.0	+	-16	46	-67	-1	128	-222	i
11	COc1ccc(C(CNC(=O)c2cccc(NS(=O)(=O)c3ccc(C)c(F)c3)c2)N2CCCC2)cc1 (configuration not stated)	0.3	-7	-3	3	-4	-3	-18	-3	i
12	COc1ccc(NC(=O)NC2CCCCCCC2)cc1OC	0.2	-3	-2	-16	1	-12	2	-1	i
13	CCC(=O)Nc1ccc(S(=O)(=O)Nc2c(C)nc3nc[nH]n3c2=O)cc1	0.1	-1	-1	10	-3	-5	-4	-5	i
14	O=C(c1cc(-c2ccccc2)nc2ccccc12)N1N=C(C(F)F)CC1(O)C(F)F (configuration not stated)	1.8	-4	0	-10	3	0	0	11	i
15	OC[C@@H]1CN(Cc2ccc(-c3ccccc3)cc2)C[C@H](n2cnc3c(NC4CCCC4)ncnc32)O1	-0.6	0	3	1	21	1	-2	12	i
16	C#CCn1cc(/C=N/NC(=O)c2cc3ccccc3o2)c2ccccc21	2.2	-1	0	12	-1	-10	11	10	/
17	CCCc1nc2c(nnn2Cc2ccccc2)c(=O)[nH]1	/	7	2	3	-1	-14	-13	-10	i
18	CC(=O)Nc1cccc(NC(=O)C2CCCO2)c1 (configuration not stated)	-1.2	-2	-4	6	1	0	2	-10	i
19	COc1ccccc1C(=O)c1ccccc1C(=O)c1ccccc1	-0.2	-15	0	21	4	-1	-13	8	i
20	O=C(COc1ccc(F)cc1)Nc1nnc(C2CC2)s1	0.1	-1	1	5	2	-4	7	-6	i
21	O=C(Cn1cnc2ccccc2c1=O)NCCCN1CCCC1=O	-0.9	3	-4	11	3	-3	-3	-8	i
22	O=C(Cn1nnc(-c2cccc(C(F)(F)F)c2)n1)NC(=O)NCc1ccco1	-0.3	1	-4	-6	1	-2	7	5	i
23	Cc1ccc(-c2cc(C(=O)NCc3ccco3)c3ccccc3n2)s1	0.3	-14	2	8	-3	-7	-22	6	/
24	Cc1cccc(-n2nc3c(c2NC(=O)c2ccc(Br)o2)CSC3)c1C	0.0	2	-1	13	9	-2	10	2	i
25	COc1ccc(NC(=O)c2cc(-c3ccccc3Cl)no2)cc1	1.8	-3	0	10	-2	-5	7	13	i

# The last 3 entries of the section above lead into the next.
No.	Molecule	MsrA inhibitor	E coli Lon inh	Rin1-Abl PPI inh	SKN-1 block	MT1-MMP act inh	bovine MsrA act	CendR NRP1 mod	FAS TE block	Neddylation inh
23	Cc1ccc(-c2cc(C(=O)NCc3ccco3)c3ccccc3n2)s1	0.3	-14	2	8	-3	-7	-22	6	/
24	Cc1cccc(-n2nc3c(c2NC(=O)c2ccc(Br)o2)CSC3)c1C	0.0	2	-1	13	9	-2	10	2	i
25	COc1ccc(NC(=O)c2cc(-c3ccccc3Cl)no2)cc1	1.8	-3	0	10	-2	-5	7	13	i
26	C[C@@H]1CN([C@H](C)CO)S(=O)(=O)c2ccc(Br)cc2O[C@H]1CN(C)C(=O)C1CCCCC1	-0.1	-6	1	6	0	-3	7	2	i
27	CC(=O)Nc1ccc(S(=O)(=O)N2CCC(C(=O)NCCC(=O)Nc3ccccc3)CC2)cc1	0.9	-4	4	8	-9	-31	4	-1	i
28	Cc1cccc(NC(=O)COC(=O)Cc2cccs2)c1C	-1.1	-7	-2	5	0	-1	1	-2	i
29	O=C(O)CCN1C(=O)CC(N2C(=O)/C(=C/c3ccc(Cl)cc3)SC2=S)C1=O (configuration not stated)	0.9	-22	-4	-5	7	-6	0	-9	i
30	Cc1ccccc1C(=O)NC(CC(C)C)C(=O)OCC(=O)c1c(N)n(C)c(=O)n(C)c1=O (configuration not stated)	-1.1	0	2	1	4	-11	-1	-2	i
31	CN(c1ccccc1)S(=O)(=O)c1cccc(NC(=O)Cn2cnc3c2c(=O)n(C)c(=O)n3C)c1	-0.7	6	1	2	-2	-5	8	-3	i
32	COCCNC(=O)C(c1ccc(C)cc1)N(CCOC)C(=O)CCC(=O)Nc1nccs1 (configuration not stated)	-0.8	7	2	3	0	-2	3	-3	i
33	CSc1ccc(C(=O)C2CCCN(C(=O)Cn3cnnn3)C2)cc1 (configuration not stated)	0.2	0	2	7	3	-1	10	-5	i
34	O=C(Nc1cccc(-n2cnnn2)c1)c1cc2ccccc2o1	0.5	-10	-3	3	5	-3	-8	14	i
35	CCCC/C(C)=N\NC(=O)CNS(=O)(=O)c1ccc([N+](=O)[O-])cc1	-0.2	-7	1	-8	1	2	11	18	i
36	COc1ccc2c(-c3ccccc3)cc(N3CCOCC3)nc2c1	0.9	-5	0	0	0	-2	-5	11	/
37	O=C(NCc1cccs1)c1nc2ncccn2n1	0.1	-5	-1	11	3	-2	4	-7	i
38	O=C(O)CN1C(c2ccccc2O)Nc2ccc(Br)cc2C1c1ccccc1 (configuration not stated)	0.0	2	1	2	3	-5	10	6	i
39	O=C(NCc1ccccn1)c1ccc2c(c1)N(Cc1ccccc1)CCS2	2.5	-13	-2	-4	-4	-2	-13	0	i
40	O=C(NCC(=O)N1CCCC(C(F)(F)F)C1)c1ccc(Oc2ccccc2)cc1 (configuration not stated)	-0.2	0	-2	-5	4	-1	-2	27	i
41	C=CCNC(=O)c1ccc(OC)cc1OC	0.0	-4	0	-27	2	-2	-3	-4	i
42	O=S(=O)(c1ccccc1)N1c2cc(Cl)ccc2Oc2nc3ccccc3nc21	0.4	-5	0	22	-3	-4	-2	21	i
43	Cc1cc(C)cc(NS(=O)(=O)c2c(C)[nH]c(=O)[nH]c2=O)c1	-1.3	0	2	19	-4	0	-13	-4	i
44	O=C(OCc1c(-c2ccccc2)ncc2ccccc12)N1CCOCC1	-0.5	-3	-2	10	-1	1	2	2	i
45	CCOc1ccc(NC(=O)c2[nH]c(C)c(C(C)=O)c2C)cc1	-0.4	2	-1	0	-13	-1	6	2	i
46	CCC(C)NC(=O)c1ccc(NC(=O)CC2SC(N3CCCC3)=NC2=O)cc1 (configuration not stated)	-1.6	-2	1	1	0	-7	10	2	i
47	CCc1cc2cccc(C)c2nc1SCC(=O)NNC(=O)c1ccco1	1.5	-4	-13	8	-1	-2	-11	1	i
48	COC(=O)Nc1ccc2c(c1)Nc1ccccc1CC2	0.2	-5	-2	12	-3	-3	-1	12	i
49	COc1ccccc1C1C(C#N)=C(N)N(c2cccnc2)C2=C1C(=O)CC(C)(C)C2 (configuration not stated)	1.4	4	-3	2	-2	-2	11	-4	i
50	O=C(NCC(c1ccco1)N1CCc2ccccc21)c1ccc([N+](=O)[O-])cc1 (configuration not stated)	-0.2	3	0	7	3	-1	13	39	i

# Carrying on:
No.	Molecule	MsrA inhibitor	E coli Lon inh	Rin1-Abl PPI inh	SKN-1 block	MT1-MMP act inh	bovine MsrA act	CendR NRP1 mod	FAS TE block	Neddylation inh
51	CC(C)(C)C(=O)NCCCc1ccccc1	0.3	-5	2	-7	3	-6	14	1	i
52	CC1=C(C(=O)OCC2CCCO2)C(c2ccc(C)o2)C2=C(CC(c3ccc(F)cc3)CC2=O)N1 (configuration not stated)	/	0	-1	16	-3	-8	-2	-3	i
53	CCC[N+](CC#Cc1ccccc1)(CCC)CC(=O)c1ccc(Cl)cc1	0.3	-10	-1	-5	-3	-6	-5	-2	i
54	O=[N+]([O-])c1ccc(SNc2ccccc2)c([N+](=O)[O-])c1	2.3	7	1	-2	11	-4	18	57*	i
55	Cc1nc(SCC(=O)N2CCCC2=O)nc(C)c1C	0.8	9	3	7	1	-4	8	-6	i
56	Cc1ccc(Cl)cc1NC(=O)C1CCCN(c2cnccn2)C1 (configuration not stated)	0.4	10	0	6	-2	-6	0	0	i
57	C=CCOc1cccc(C2C(C(=O)c3ccco3)=C(O)C(=O)N2Cc2cccnc2)c1 (configuration not stated)	1.1	-12	-1	5	2	-2	5	-3	i
58	Cc1ccc(-c2cc(C(=O)NCCCn3ccnc3)c3ccccc3n2)s1	1.3	-2	-3	-8	-17	-1	-1	-19	/
59	COc1ccc(NC(=O)c2ccccc2SC)cc1	-1.5	7	0	34	5	-3	-1	-3	i
60	O=C(NC(=S)Nc1ccc(CN2CCOCC2)cc1)c1cccc(F)c1	1.0	-3	7	-3	2	-2	4	-1	i

# Values in list order from above:
# MsrA inhibitor for nos. 53–59: 0.3, 2.3, 0.8, 0.4, 1.1, 1.3, -1.5

# Records above shown as hits in E coli Lon inh:
entry	mol	MsrA inhibitor	E coli Lon inh	Rin1-Abl PPI inh	SKN-1 block	MT1-MMP act inh	bovine MsrA act	CendR NRP1 mod	Neddylation inh
10	Cn1c(=O)c(NCCc2ccccc2)c2c3c(cccc31)C(=O)c1ccccc1-2	1.0	+	-16	46	-67	-1	128	i

# 4 of these compounds in a different format:
# Every second line gives: MsrA inhibitor	E coli Lon inh	Rin1-Abl PPI inh	SKN-1 block	MT1-MMP act inh	bovine MsrA act	CendR NRP1 mod	FAS TE block	Neddylation inh
53. CCC[N+](CC#Cc1ccccc1)(CCC)CC(=O)c1ccc(Cl)cc1
→ 0.3	-10	-1	-5	-3	-6	-5	-2	i
49. COc1ccccc1C1C(C#N)=C(N)N(c2cccnc2)C2=C1C(=O)CC(C)(C)C2 (configuration not stated)
→ 1.4	4	-3	2	-2	-2	11	-4	i
17. CCCc1nc2c(nnn2Cc2ccccc2)c(=O)[nH]1
→ /	7	2	3	-1	-14	-13	-10	i
28. Cc1cccc(NC(=O)COC(=O)Cc2cccs2)c1C
→ -1.1	-7	-2	5	0	-1	1	-2	i
